From PubChem
CYP2C19 activ: activators of human cytochrome P450 2C19; AID 1025; 96,000 tested, under 10 active; recombinant CYP2C19, luciferin-H EGE luminescence; stronger effect = higher value; 0 = fully inhibited enzyme, 1 = untreated enzyme; activation factor at 5 µM;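 active means activation factor of at least 2 at 5 µM in the primary screen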;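 further: 0 = wells with 2.5 mM tranylcypromine and 1 = vehicle-only wells; values of inactives mirror those of a sister screen read the other way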
Target sequence (P33261 whole entry, looked up): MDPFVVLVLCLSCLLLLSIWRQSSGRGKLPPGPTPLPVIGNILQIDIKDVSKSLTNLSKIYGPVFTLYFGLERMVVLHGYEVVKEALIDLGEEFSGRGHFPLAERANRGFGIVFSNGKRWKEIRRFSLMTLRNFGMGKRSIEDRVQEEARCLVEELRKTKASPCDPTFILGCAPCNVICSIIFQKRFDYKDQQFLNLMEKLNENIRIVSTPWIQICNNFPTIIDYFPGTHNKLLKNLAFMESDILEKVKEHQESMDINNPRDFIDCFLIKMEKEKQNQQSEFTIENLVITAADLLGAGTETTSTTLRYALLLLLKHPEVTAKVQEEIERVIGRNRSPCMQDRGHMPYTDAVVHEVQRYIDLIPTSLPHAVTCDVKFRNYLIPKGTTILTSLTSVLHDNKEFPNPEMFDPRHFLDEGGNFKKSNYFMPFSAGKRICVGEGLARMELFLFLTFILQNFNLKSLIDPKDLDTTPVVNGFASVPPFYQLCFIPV
PLAP activator: activates human placental alkaline phosphatase; activation fold at 20 µM; P05187; actives 1.2% (n = 96,000); purified PLAP enzyme, luminescent substrate read-out; stronger effect = higher value; in the data active means activation fold above about 2
Target sequence (P05187 whole entry, looked up): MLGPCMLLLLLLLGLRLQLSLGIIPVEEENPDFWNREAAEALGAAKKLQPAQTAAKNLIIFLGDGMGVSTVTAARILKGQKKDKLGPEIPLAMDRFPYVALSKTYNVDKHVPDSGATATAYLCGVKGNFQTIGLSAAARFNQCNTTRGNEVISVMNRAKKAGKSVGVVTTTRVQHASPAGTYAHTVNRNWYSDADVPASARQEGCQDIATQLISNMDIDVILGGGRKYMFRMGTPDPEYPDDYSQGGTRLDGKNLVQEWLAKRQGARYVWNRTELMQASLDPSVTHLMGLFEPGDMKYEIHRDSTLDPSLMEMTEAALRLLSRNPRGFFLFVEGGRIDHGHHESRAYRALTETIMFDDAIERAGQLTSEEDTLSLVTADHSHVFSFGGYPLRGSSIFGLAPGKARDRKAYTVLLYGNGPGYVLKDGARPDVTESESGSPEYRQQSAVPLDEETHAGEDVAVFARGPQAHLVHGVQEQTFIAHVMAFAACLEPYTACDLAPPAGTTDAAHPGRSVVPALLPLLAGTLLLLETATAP
Pyk2 oligo antag: blocks oligomerization of human Pyk2 in cells; Q293 cells, Pyk2 FERM NanoBiT luminescence; stronger effect = lower value; actives 0.83% (n = 99,000); z-score (the deposit names both 25 µM and 10 µM);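 active means Z-score of -3 or lower, scaled per plate to the spread of control and sample wells; inactive means z-score above -3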;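 further: negative z-score means lost luminescence so less FERM oligomerization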
CYP2C19 inhib: blocks human cytochrome P450 2C19; P33261; CYP2C19 Supersomes, luciferin-H EGE luminescence, 30 min; inhibition, % at 5 µM; actives 21% (n = 96,000); AID 778;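 active means CYP2C19 inhibition above a set limit at 5 µM in the primary screen, cut at about 50% in these data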;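 further: plate controls were negative control wells for no effect and 2.5 mM tranylcypromine positive control for full effect; values of inactives mirror those of a sister screen read the other way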
Ecoli WT expand: blocks growth of wild type E. coli BW25113; AID 710; growth inhibition, % at 100 µM; OD600 absorbance; actives 0.15% (n = 98,000);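 active means growth inhibition above about 50% at one test dose, limit read from the data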;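 further: growth measured after 20 h incubation at 37 °C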
CYP2C9 act: increases human cytochrome P450 2C9 activity. P11712. activation factor at 5 µM. AID 1024. actives 1.4% (n = 96,000). recombinant CYP2C9, luciferin-H conversion, luminescence; stronger effect = higher value; factor 1 = untreated enzyme, 0 = blocked;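 active means activation factor of 2 or more for CYP2C9 at a 5 µM dose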;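 further: 0 = sulfaphenazole-blocked wells and 1 = vehicle-only wells; values of inactives mirror those of a sister screen read the other way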
CYP2C9 inh: blocks human cytochrome P450 2C9; CYP2C9 Supersomes, luciferin-H conversion, luminescence; inhibition, % at 5 µM; P11712; actives 20% (n = 96,000);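 active means blocking of liver enzyme CYP2C9 beyond about 50% at 5 µM, limit read from the data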; further: values of inactives mirror those of a sister screen read the other way
PostGolgi yeast: growth inhibition of a yeast mutant, post-Golgi transport screen. post-Golgi transport phenotypic cell assay. inhibition, % at 10 µM. actives 0.9% (n = 98,000); in the data active means inhibition above about 30%;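 further: yeast cells grown in 1536-well plates; yeast grown about 18 h at 30C before absorbance read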
EphB4 ephrin blk: blocks human EphB4 binding to ephrin-B2; EphB4 LBD / TNYL-RAW-Alexa532 peptide, fluorescence polarization; inhibition, % at 7 µM; actives 0.15% (n = 97,000);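 active means inhibition above the screen-wide mean inhibition plus 3 SD, cut at about 15% in these data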;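 further: 0% = DMSO wells and 100% = excess unlabeled TNYL-RAW peptide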
Numbers without * were called inactive; · = not tested or not shown. Compounds as they come. Share with any hit: about 31%.

Values in the order – CYP2C19 activ	PLAP activator	Pyk2 oligo antag	CYP2C19 inhib	Ecoli WT expand	CYP2C9 act	CYP2C9 inh	PostGolgi yeast	EphB4 ephrin blk
- C(=C\c1nnc(-c2cccs2)o1)/c1ccccc1
 : 0.9	1.1	-0.24	12	-1	0.7	28	4	-7
- CCOC(=O)NC(Nc1ccc(C)cn1)(C(F)(F)F)C(F)(F)F
 : 0.9	0.8	-0.1	9	5	1	-3	4	8
- O=S(=O)(Nc1ncnc2sc3c(c12)CCC3)c1ccc(Cl)s1
 : 0.9	1.4	-1.9	6	-2	0.2	81*	3	2
- Cc1cc(C)c(C#N)c(SCC2COc3ccccc3O2)n1 (stereo not drawn)
 : 0.7	1.1	-3.3*	32	-8	0.7	32	5	-6
- Cc1ccc(NS(=O)(=O)c2cccc(C(=O)O)c2)c(C)c1
 : 1	1	0.81	0	4	0.9	11	-3	5
- Cc1ccc(NC(=O)c2sc3nc4c(c(-c5ccco5)c3c2N)CCC4)cc1
 : 0.9	1.3	0.67	12	-13	0.7	32	-3	1
- Cc1noc(/C=C/c2ccco2)c1S(=O)(=O)N1CCC(C(=O)N2CCc3ccccc3C2)CC1
 : 0.6	1.2	-0.22	35	-20	0.3	73*	1	-5
- Cn1cc([N+](=O)[O-])c(C(=O)Nc2ccc3c(c2)OCCO3)n1
 : 0.6	1.1	0.13	44	6	0.9	9	0	-2
- CCOC(=O)C1CCN(c2nc3ccccc3nc2C(C#N)C(=O)OC(C)COC)CC1 (stereo not drawn)
 : 0.4	1	-3	61*	5	0.4	63*	15	·
- Cc1ccc(Oc2nc3c(c(=O)n(Cc4ccccc4F)c(=O)n3C)n2C)cc1
 : 0.8	1	-0.42	19	1	0.9	14	-7	-1
- CCCOc1ccc(-c2nnn(CC(=O)N3CCC(C)CC3)n2)cc1
 : 0.9	0.8	-0.18	12	-2	0.8	18	-2	-3
- CCCCN(C)CCNC(=O)Cn1ncc2c(=O)oc3ccc(C)cc3c21
 : 1	1	·	-4	5	1	-2	3	-1
- CSc1nc(-c2ccco2)nn1C(=O)c1cccs1
 : 0.6	1	-0.32	38	-12	0.1	88*	7	-2
- CCOC(=O)c1c(NC(=O)c2ccc(C)cc2)sc2c1CC(C)(C)OC2
 : 1.1	1.8	-2	-5	-20	0.8	18	-12	-7
- Cc1ccc(CS(=O)(=O)CCC(=O)NCCN2CCCC2)cc1
 : 1.1	1.1	0.9	-6	-1	0.8	16	3	4
- Cn1cc(/C(Cc2ccccc2)=N\O)c2ccccc21
 : 0.4	0.9	-2.1	59*	-8	0.9	10	-8	·
- O=C(c1ccc(F)cc1)c1c[nH]c(C(=O)NCc2ccco2)c1
 : 0.9	0.8	-0.03	10	2	0.9	7	13	-1
- O=C(CCC(=O)Nc1nnc(C2CCCCC2)s1)NCc1cccs1
 : 0.9	1	-0.32	9	-3	0.9	5	-8	-1
- CCN1CCN(c2ncnc3c2oc2nc(C(C)C)c4c(c23)CCC4)CC1
 : 0.9	1.7	·	10	·	0.9	12	·	·
- CCOc1ccc(NC(=O)C2CC(=O)N(CC)C(=Nc3ccc4c(c3)OCO4)S2)cc1 (stereo not drawn)
 : 1.1	1	-2	-12	-2	0.8	20	-5	-1
- CCCCCCOC(=O)/C=C/c1c(C)[nH]c(=O)[nH]c1=O
 : 0.8	0.9	-1.4	18	1	0.9	10	23	0
- COc1ccc(CCNC(=O)c2cc(-c3ccc(C)cc3O)n[nH]2)cc1OC
 : 1	2*	-0.4	4	-9	0.9	13	-2	-4
- CC(C)(C)NCC(O)COCc1ccc(Cl)cc1 (stereo not drawn)
 : 0.9	0.9	0.48	14	-13	1	0	2	-10
- O=C(CSc1nnc(Cn2nnc(-c3ccccc3)n2)n1-c1ccccc1)Nc1ccc(F)cc1
 : 0.8	0.8	0.03	19	-5	0.9	10	-4	-6
- CCN(CC)CCCNC(=O)N[C@@H](Cc1ccccc1)C(=O)O
 : 1.1	1	0.11	-14	7	1.1	-15	-1	1
- O=C(CN1C(=O)S/C(=C/c2cccs2)C1=O)N1CCOCC1
 : 0.9	0.9	-0.45	9	-10	0.9	6	-2	-2
- Cc1onc(-c2ccccc2Cl)c1-c1nc(-c2ccncc2)no1
 : 0	1.6	-0.87	99*	3	0.1	88*	-2	-2
- CC(C)n1c(/N=C/c2c[nH]c3ccccc23)nc2ccccc21
 : 1	0.9	-0.17	-3	17	0.7	25	-19	4
- O=C(O)CNc1nc(Cl)ccc1[N+](=O)[O-]
 : 0.9	0.9	-0.96	6	-4	0.9	5	1	-2
- CCN(c1ccc2c(c1)OCO2)S(=O)(=O)c1cc(Br)cc2c1N(C(C)=O)CC2
 : 0.4	1.1	-1.8	56*	1	1.4	-43	-4	-10
- CC1(C)CC(=O)C=C(N=CC2=C(O)CC(C)(C)CC2=O)C1
 : 1.2	1.2	0.26	-15	5	1.3	-27	13	2
- COc1ccc(-c2noc(CCC(=O)Nc3nc4ccccc4s3)n2)cc1
 : 1	1.1	·	2	2	0.3	68*	-1	-1
- Cc1ccccc1Cn1nc(C)c(NC(=O)c2nc3n(n2)C(C(F)F)CC(C)N3)c1C (stereo not drawn)
 : 0.9	1.4	-0.69	14	1	0.9	12	4	12
- O=C(O)c1ccc2nc(CO)[nH]c2c1
 : 0.9	0.8	0.83	5	1	0.9	9	6	0
- O=C(Nc1ccc(Cl)cn1)C1CCCN1S(=O)(=O)c1ccccc1 (stereo not drawn)
 : 0.8	1.1	0.72	22	8	0.2	80*	0	-3
- Cc1cc(C)n2cc(CSc3ncccc3C(=O)O)nc2n1
 : 1.2	1.1	-0.47	-17	-4	1.1	-14	12	-5
- COc1ccc(-c2nc3n(n2)C(c2cccnc2)C(C(N)=O)=C(C)N3)cc1 (stereo not drawn)
 : ·	·	0.02	·	10	·	·	-1	8
- CCC(C)NC(=O)C1CCC(=O)N(c2cc(OC)c(OC)c(OC)c2)C1c1ccc(OC)cc1 (stereo not drawn)
 : ·	·	-0.1	·	-6	·	·	6	4
- Cc1nn(-c2ccccc2)c(N2CCCC2)c1/C=N/O
 : 1	0.7	-0.52	3	1	1.2	-16	-3	6
- Cc1cc(C(=O)COC(=O)CN(C)S(=O)(=O)c2ccc(Cl)cc2)c(C)n1Cc1cccs1
 : 0.3	1	1.2	74*	9	1.1	-7	0	3
- Cc1cccc(C)c1N(CC(=O)Nc1cccc(N(C)S(C)(=O)=O)c1)S(C)(=O)=O
 : 0.6	1.7	0.31	35	3	0.4	58*	-8	0
- O=C(CCCc1nc2ccccc2s1)Nc1nccs1
 : 0.6	0.9	1.2	42	-11	0.7	29	9	-9
- CC12CCC(C(=O)NCCCn3ccnc3)(OC1=O)C2(C)C (stereo not drawn)
 : 0.2	1.2	-0.24	76*	3	0.7	32	-1	-5
- Cc1ccc(CNC(=O)c2ccc(Br)o2)cc1
 : 0.7	1.1	0.49	35	13	1	4	12	-3
- Fc1ccc(NCc2nnc(SCc3nnc(-c4ccccc4)o3)n2CC2CCCO2)cc1 (stereo not drawn)
 : 0.6	1.2	-0.09	41	5	0.7	33	-10	-2
- CCOC(=O)COc1ccc(S(=O)(=O)Nc2ccc3c(c2)OCO3)cc1
 : 0.1	1.1	-0.35	86*	4	0.3	67*	4	3
- Cc1cc(S(=O)(=O)N2CCN(c3ccccc3C)CC2)ccc1F
 : 0	0.7	-3.6*	97*	-14	0	95*	-9	-1
- CC1CCCCC1NC(=O)c1ccc(CNc2c(N3CCCC3)c(=O)c2=O)cc1 (stereo not drawn)
 : 1.1	0.9	·	-7	2	1	5	0	·
- CC(C)(C)OC(=O)NNC(=S)NCc1ccc(Cl)cc1
 : 0.4	1.3	0.33	57*	2	0.4	55*	2	-3
- CC(C)NC(=O)CCNC(=O)c1ccc(F)cc1
 : ·	·	1.1	·	-3	·	·	-6	-4
- CCOC(=O)/C=c1\sc2n(c1=O)CCN=2
 : 1	0.9	0.81	-3	7	1.1	-7	11	-5
- CCCC(C(=O)NC1CCCC1)N(CC1CCCO1)C(=O)c1snc(C(N)=O)c1N (stereo not drawn)
 : 1	1.1	0.59	-4	1	1.1	-9	-5	-4
- COC(=O)c1ccccc1NC(=O)c1ccc(COc2cccc3ccccc23)o1
 : 0.7	1.3	-0.69	33	-11	0.4	58*	0	-3
- CCOC(=O)N1CCN(C(=O)C2CCN(S(=O)(=O)c3ccccc3)CC2)CC1
 : 1	1.7	0.48	4	-2	1	-3	5	-2
- COc1cc(/C=C(/C#N)c2nc3ccccc3[nH]2)ccc1Oc1ncccc1[N+](=O)[O-]
 : 0.4	0.8	-1.8	62*	-7	0.3	66*	1	5
- Cc1ccc2c(C)nc(NC3=NCN(CCc4ccccc4)CN3)nc2c1
 : 0.9	1.2	·	6	·	1	-4	·	·
- C=CCn1c(N)c(C(=O)OCCC)c2nc3ccccc3nc21
 : 0.2	1.2	-1.3	77*	11	0.3	69*	-4	-4
- CCOC(=O)C1=C(C)NC(=O)C(C(N)=O)C12CCCC2 (stereo not drawn)
 : 1.1	1	0.22	-5	2	0.9	14	4	-3
- CCOC(=O)c1c(NC(=O)C2c3ccccc3Oc3ccccc32)sc(C(N)=O)c1C
 : 0.5	0.8	-1.9	46	-6	0.2	78*	9	2
- COC(=O)/C(C(C)=O)=C(\C=C\N(C)C)N(C)C
 : 1.1	0.8	2.2	-8	2	1.1	-7	-7	-8

Full records, quoted from the list. Values in the order: CYP2C19 activ, PLAP activator, Pyk2 oligo antag, CYP2C19 inhib, Ecoli WT expand, CYP2C9 act, CYP2C9 inh, PostGolgi yeast, EphB4 ephrin blk
Results for CCC(C)NC(=O)C1CCC(=O)N(c2cc(OC)c(OC)c(OC)c2)C1c1ccc(OC)cc1 (stereo not drawn) = ·, ·, -0.1, ·, -6, ·, ·, 6, 4
Results for Cc1ccc(CNC(=O)c2ccc(Br)o2)cc1 = 0.7, 1.1, 0.49, 35, 13, 1, 4, 12, -3

More entries follow:
Values in the order – CYP2C19 activ	PLAP activator	Pyk2 oligo antag	CYP2C19 inhib	Ecoli WT expand	CYP2C9 act	CYP2C9 inh	PostGolgi yeast	EphB4 ephrin blk
- O=C(CCCn1nnc(-c2cccnc2)n1)c1ccc(F)cc1
 : 0.2	1.2	0.37	76*	10	0.5	53*	3	·
- COc1ccc(Cl)c(N2CCN(CCCNC(=O)Nc3ccc(C)cc3)CC2)c1
 : 0.5	1.5	0.86	49	15	1.3	-28	-5	-4
- Cc1ccc(C(=O)NNC(=O)CSc2nnc(-c3ccncc3)n2C)cc1
 : 1	1.9	1.1	-2	3	0.9	13	-16	-2
- COc1cc(C2C3=C(CCCC3=O)Nc3[nH]n(-c4ccccc4)c(=O)c32)ccc1O (stereo not drawn)
 : 1	1.1	-0.85	-4	3	1	-4	8	2
- CCNC(=O)OCC(CC)NC(=O)OCC(C)C (stereo not drawn)
 : 1	0.9	-0.01	4	-1	1.4	-39	-3	-2
- CCNC(=O)/C=C1\NC(C)(C)Cc2c1ccc1ccccc21
 : 0.2	1.8	0.02	83*	12	0.1	90*	-10	3
- COc1ccc(C2NC(=O)c3n[nH]c(C)c32)c(OC)c1 (stereo not drawn)
 : 0.8	1.7	·	24	-1	1.3	-28	-20	2
- O=C(CSc1nnnn1C1CCCC1)Nc1ccc(F)cc1
 : 0.7	0.8	0.92	31	6	0.9	10	8	-4
- O=C(Nc1ccon1)c1cc2c(s1)CCCC2
 : 1	1	0.35	-2	12	0.7	26	0	2
- N#Cc1c2n(c3c(=O)n(Cc4ccccc4Cl)cnc13)CCCCC2
 : 0.4	1.1	-2.3	59*	-8	0.3	68*	15	-16
- COC(=O)C1=CN(CC2CCCO2)C=C(C(=O)OC)C1c1ccccc1C(F)(F)F (stereo not drawn)
 : 0.9	1.1	-0.19	12	5	0.7	35	-5	3
- O=C(CN1C(=O)c2ccccc2C1=O)NCC1COc2ccccc2O1 (stereo not drawn)
 : 0.8	0.8	0.66	20	-1	0.9	12	-7	-1
- CN(C)/C=C/C(=O)c1cccc(Cl)c1
 : 1	1.2	-0.22	-1	-2	0.8	22	0	1
- COCC(=O)Nc1cc([N+](=O)[O-])ccc1C
 : 1	0.9	0.55	0	10	0.9	9	2	6
